# Compound activity deposited in PubChem by The Scripps Research Institute Molecular Screening Center.
# CHO parental Ca: counter-screen: ATP calcium response change in parental CHO cells | parental CHO-K1, ATP-induced calcium, Fluo-8 fluorescence | inhibition, % at 5.6 µM | 330,000 compounds, 0.63% hits | AID 463079;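 active means inhibition above that plate's mean sample inhibition plus 3 SD, cut at about 26% in these data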;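 further: 0% = ATP-challenged DMSO wells and 100% = DMSO wells without ATP; some compounds past the cut are filed as inactive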
#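 Assay system – parental CHO cells · Reagent – ATP stimulus · Detection – intracellular calcium via Fluo-8 no-wash fluorescent dye · Evaluation – percent inhibition of ATP-evoked calcium rise, normalized to controls · Controls – ATP wells versus no-ATP DMSO wells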
# M1 ag parental: nonselective activator or artifact in parental CHO-K1 cells; Fluo-8 calcium fluorescence; scaled to maximal ATP response, vehicle zero; activation, % at 3 µM; 360,000 compounds, 0.48% hits; in the data active means activation above about 15%;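 further: untransfected CHO-K1 host cells lacking M1 receptor as counterscreen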
# CHRM1 PAM: potentiates human M1 receptor response to acetylcholine; P11229; activation, % at 3 µM; 360,000 compounds, 0.088% hits; AID 588819; CHO-K1 hM1, Fluo-8 calcium fluorescence, ACh EC20; 0% = ACh EC20, 100% = maximal ACh; in the data active means activation above about 19%, passing the limit was not always enough
# Target sequence (P11229 whole entry, looked up): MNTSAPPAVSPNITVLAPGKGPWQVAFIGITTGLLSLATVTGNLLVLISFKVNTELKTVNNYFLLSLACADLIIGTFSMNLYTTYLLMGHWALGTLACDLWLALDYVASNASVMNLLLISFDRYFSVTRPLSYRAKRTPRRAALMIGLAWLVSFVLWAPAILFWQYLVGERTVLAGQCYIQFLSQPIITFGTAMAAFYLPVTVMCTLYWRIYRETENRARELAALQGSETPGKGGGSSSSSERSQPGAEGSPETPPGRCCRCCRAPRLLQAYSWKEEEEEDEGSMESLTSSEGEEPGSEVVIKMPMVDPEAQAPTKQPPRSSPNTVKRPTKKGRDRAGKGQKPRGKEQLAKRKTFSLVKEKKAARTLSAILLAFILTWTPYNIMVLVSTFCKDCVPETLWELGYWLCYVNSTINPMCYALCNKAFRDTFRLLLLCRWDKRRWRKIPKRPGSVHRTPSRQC
# TAAR1 agonist: agonists of human TAAR1 | Q96RJ0 | CHO RD-HGA16 TAAR1, Fluo-8 calcium fluorescence; vehicle wells 0%, saturating PEA agonist 100% | activation, % at 3 µM | 360,000 compounds, 0.99% hits | AID 624467;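 active means activation above the mean activation of all test compounds in the run plus 3 SD, cut at about 38% in these data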
# Target sequence (Q96RJ0 whole entry, looked up): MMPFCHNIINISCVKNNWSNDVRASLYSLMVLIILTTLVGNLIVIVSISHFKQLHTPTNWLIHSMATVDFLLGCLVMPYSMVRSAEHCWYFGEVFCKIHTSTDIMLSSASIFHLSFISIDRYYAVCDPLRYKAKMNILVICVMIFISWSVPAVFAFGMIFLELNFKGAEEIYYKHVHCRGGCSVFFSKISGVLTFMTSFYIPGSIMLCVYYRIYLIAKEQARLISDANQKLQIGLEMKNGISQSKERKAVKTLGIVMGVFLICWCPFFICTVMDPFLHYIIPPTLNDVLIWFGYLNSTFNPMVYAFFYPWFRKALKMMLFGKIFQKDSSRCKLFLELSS
#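 System: CHO-derived RD-HGA16 cells with stable Gα16 and human TAAR1. Times: 17-24 h plating, Fluo-8 75 min 37 °C, 30 min RT. Measured by: calcium-sensitive Fluo-8 signal, excitation 470-495, emission 515-575 nm. Read-out basis: % activation relative to PEA EC100 response. Control set: DMSO and PEA EC100. Repeats: no replicates (n 1).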
# CHO-K1 Ca antag: M1 antagonist counterscreen hit in parental CHO-K1 cells. ATP-induced calcium, Fluo-8 fluorescence. inhibition, % at 3 µM. 360,000 compounds, 0.6% hits;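 active means inhibition above a per-plate cutoff, the plate's mean sample inhibition plus 3 SD, cut at about 24% in these data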;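 further: 0% = DMSO plus EC80 ATP and 100% = DMSO alone without ATP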
# TAAR1 antagonist: human TAAR1 antagonism. Q96RJ0. CHO RD-HGA16 TAAR1, Fluo-8 calcium fluorescence, antagonist. inhibition, % at 3 µM. 360,000 compounds, 1.5% hits. AID 624466;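 active means inhibition above a per-plate cutoff, the mean inhibition of test compounds on that plate plus 3 SD, cut at about 49% in these data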;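 further: 0% = DMSO plus EC80 beta-PEA response and 100% = DMSO alone without agonist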
#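 Test system: RD-HGA16 CHO cells with stable hTAAR1 and Gα16 / Probe or stimulus: EC80 β-phenethylamine stimulus / Times: seeding 17-24 h prior, 75-min 37 °C, 30-min RT dye loading / Detection: Fluo-8 calcium-sensitive fluorescence / Read-out basis: % inhibition scaled between DMSO and EC80 PEA controls / Repeats: singlicate, one well per test compound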
# M1 PAM parental: counter-screen for M1 PAMs: effect in parental CHO-K1 cells; activation, % at 3 µM; 360,000 compounds, 0.02% hits; ATP EC20, Fluo-8 calcium fluorescence; 0% at ATP EC20, 100% at ATP max;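 active means activation above the run cutoff, the mean activation of all test compounds plus 3 SD, cut at about 40% in these data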;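 further: peak over basal fluorescence ratio in a 140 s read after ATP addition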
# CHRM1 agonist: human M1 muscarinic receptor agonism | CHO-K1 hM1, Fluo-8 calcium fluorescence, agonist mode; 0% DMSO, 100% acetylcholine EC100 | 360,000 compounds, 0.33% hits | activation, % at 3 µM | P11229;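 active means activation above the run's mean compound activation plus 3 SD, cut at about 16% in these data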;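 further: peak over basal fluorescence ratio within a 140 s kinetic read after compound addition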
# M1 antag: blocks human M1 muscarinic receptor. P11229. CHO-K1 hM1, Fluo-8 calcium fluorescence, ACh EC80 antagonist. inhibition, % at 3 µM. 360,000 compounds, 1.3% hits. AID 588852;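 active means percent inhibition above its own plate's cutoff, namely the mean of that plate's compound wells plus 3 SD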;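 further: peak over basal fluorescence ratio during 140 s after agonist addition; 0% = ACh EC80 plus DMSO and 100% = DMSO alone without agonist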
# The depositor's hits bear a star; / = no result given.
SMILES,CHO parental Ca,M1 ag parental,CHRM1 PAM,TAAR1 agonist,CHO-K1 Ca antag,TAAR1 antagonist,M1 PAM parental,CHRM1 agonist,M1 antag
CC(C)Nc1ncnc2c1cnn2-c1ccc(Cl)cc1,-4,2.7,1,-1,-12,10,29,-7,4
COc1ccc(CCNc2nc(=S)[nH]c3cc(OC)c(OC)cc23)cc1OC,-14,2.2,-9,4,14,0,-11,-8,7
CCCCn1c(=O)[nH]c(=O)c2c1nc(-c1ccc(-c3ccccc3)cc1)n2C,10,0.2,7,-1,4,5,-23,-3,-8
CCOC(=O)C1=NN(c2ccc(OC)cc2)C2C(=O)N(c3ccccc3OC)C(=O)C12 (stereo not drawn),-6,1.1,6,4,1,-16,12,-2,-10
CCCN1C(=O)NC2(O)C(=O)c3ccccc3C12O (stereo not drawn),-7,-0.1,5,0,-5,-8,10,-2,-4
COc1ccccc1Nc1nn2c(=O)c3ccc(C(=O)N4CCCC(C)C4)cc3nc2s1 (stereo not drawn),-3,3.4,-12,6,2,50*,14,-10,6
CCOc1ccc(NC(=O)CSc2nc(O)c(C)c(=O)n2-c2ccc(F)cc2)cc1,0,-0.1,15,-1,-12,7,7,-1,-7
Nc1ccc(-c2nc3ccc(N)cc3[nH]2)cc1,5,3.5,6,13,-7,9,13,-5,3
CCO/C([O-])=N/c1sn[n+](C)c1C,-8,0.9,6,1,-7,11,16,-2,-14
Cc1nccn1CCN(C)Cc1cn(Cc2ccccc2)nc1-c1ccc2c(c1)OCO2,-24,4.8,-17,3,12,-4,1,-6,13
CC1=CC2=NC(=O)/C(=C/c3coc4ccc(Cl)cc4c3=O)C(=N)N2O1,39*,56*,-10,43*,27*,27,-11,29*,31
C[C@@H]1CN([C@@H](C)CO)C(=O)CCCn2nncc2CO[C@H]1CN(C)Cc1ccc(C(F)(F)F)cc1,/,-0.1,1,0,-4,-27,-1,-11,-8
COc1cc2c(cc1OC)C(=O)N(C)CC2,-11,0.1,-2,4,4,-22,-2,-1,-4
CCOc1cc(/C=N\NC(=O)CC(=O)NCCc2ccccc2)ccc1O,-6,5.8,-14,1,9,-5,0,-6,17
COCC(=O)OC1CCn2c1nc1c2C(=O)C(C)=C(NC(C)=O)C1=O (stereo not drawn),/,0.7,8,2,-10,2,5,0,-4
CCN1CCN(C(=O)c2ccc(OC)c(S(=O)(=O)Nc3ccc(C)cc3)c2)CC1,-7,5.0,-13,4,-3,6,6,-1,32
CCOc1ccccc1NC(=O)CSc1ncnc2c1oc1ccccc12,-25,0.3,8,9,-7,5,13,-3,-5
CC(NC(=O)C1c2ccccc2Oc2ccccc21)C1CCCO1 (stereo not drawn),-18,1.3,5,0,-17,-11,15,-7,-10
O=C(COC(=O)/C=C/c1ccco1)NCc1ccccc1,-4,0.7,2,1,-4,-16,13,-6,-4
CCc1ccc(/C(C)=N/NC(=O)c2c[nH]c3ccccc23)s1,-22,0.3,12,0,2,4,9,-2,-11
COc1ccc(CNC(=O)c2cccc(S(=O)(=O)N3CCCCC3)c2)cc1OC,-5,13,-12,4,0,24,-12,-1,18
CC1CC(C)CN(S(=O)(=O)c2ccc(C(=O)N3CCN(c4ccccc4)CC3)cc2)C1 (stereo not drawn),-3,0.7,-20,5,-14,-18,10,-12,12
O=C(O)Cc1ccc(NC(=O)c2ccc(NC(=O)c3ccco3)cc2)cc1,-18,0.6,9,3,-6,2,18,-5,-7
Cc1nc(CNS(=O)(=O)c2ccc(F)cc2)cs1,/,0.2,-8,0,-7,-17,-20,0,23

# Structural class, the entries above with an aryl thioether with sulfur outside any ring.
SMILES,CHO parental Ca,M1 ag parental,CHRM1 PAM,TAAR1 agonist,CHO-K1 Ca antag,TAAR1 antagonist,M1 PAM parental,CHRM1 agonist,M1 antag
CCOc1ccc(NC(=O)CSc2nc(O)c(C)c(=O)n2-c2ccc(F)cc2)cc1,0,-0.1,15,-1,-12,7,7,-1,-7
CCOc1ccccc1NC(=O)CSc1ncnc2c1oc1ccccc12,-25,0.3,8,9,-7,5,13,-3,-5

# Next part
SMILES,CHO parental Ca,M1 ag parental,CHRM1 PAM,TAAR1 agonist,CHO-K1 Ca antag,TAAR1 antagonist,M1 PAM parental,CHRM1 agonist,M1 antag
CCOc1cc(/C=C2/NC(=O)N(CC(=O)Nc3cccc(C)c3)C2=O)ccc1OC,-8,0.1,3,7,-4,6,7,-3,-3
COc1cccc(/C=C2\SC(=O)N(CCC(=O)NC3CCS(=O)(=O)C3)C2=O)c1 (stereo not drawn),-5,1.4,-5,3,-9,-18,-22,-3,6
COc1ccccc1CN(C)C(=O)c1cc(C)nc2ccccc12,-10,4.1,0,12,-9,36,12,-2,-4
Cc1ccnc(N2CCCC(C(=O)NCc3cccs3)C2)n1 (stereo not drawn),-5,0.2,7,0,11,-1,8,-1,-4
CCCCC1(CC(=O)OCC)SCCN1C(N)=O (stereo not drawn),/,0.3,7,2,1,-10,3,0,-13
O=C(NCc1ccccc1)C1=C[C@H](c2ccccc2)C[C@H](OCc2ccc(CO)cc2)O1,-7,-0.3,-8,7,-6,16,13,-4,16
O=C(COC(=O)Cc1ccc(Cl)cc1Cl)Nc1ccccc1OC(F)F,-4,-0.1,-2,15,-3,10,0,-8,6
C#CCOCCOCCOCCNc1nc(N2CCN(C(=O)CCCCCCCCCCNC(=O)Cn3cc(CCCCCN)nn3)CC2)nc(N2CCN(C(=O)CCCCCCCCCCNC(=O)Cn3cc(C[C@@H](C)O)nn3)CC2)n1,41*,1.4,-3,/,-6,/,6,2,-7
Clc1ccc(CCNc2nc3ccccc3n3nnnc23)cc1,-2,-0.1,3,0,8,-7,-2,-1,-8
Cc1c(NC(=O)Nc2cccc([N+](=O)[O-])c2)c(=O)n(-c2ccccc2)n1C,6,1.2,4,-1,-2,-13,15,-2,-11
COc1nc(Nc2cccc([N+](=O)[O-])c2)nc(OC)n1,-7,1.0,9,0,-14,-11,11,-4,-6
COc1ccc(C(=O)Nc2ccc3c(c2)OCO3)cc1S(=O)(=O)N1CCOCC1,/,0.5,6,9,-9,-28,7,-5,-14

# Pulled one by one from above, 3 records:
SMILES,CHO parental Ca,M1 ag parental,CHRM1 PAM,TAAR1 agonist,CHO-K1 Ca antag,TAAR1 antagonist,M1 PAM parental,CHRM1 agonist,M1 antag
COc1cccc(/C=C2\SC(=O)N(CCC(=O)NC3CCS(=O)(=O)C3)C2=O)c1 (stereo not drawn),-5,1.4,-5,3,-9,-18,-22,-3,6
Cc1ccnc(N2CCCC(C(=O)NCc3cccs3)C2)n1 (stereo not drawn),-5,0.2,7,0,11,-1,8,-1,-4
O=C(NCc1ccccc1)C1=C[C@H](c2ccccc2)C[C@H](OCc2ccc(CO)cc2)O1,-7,-0.3,-8,7,-6,16,13,-4,16

# (listing goes on)
SMILES,CHO parental Ca,M1 ag parental,CHRM1 PAM,TAAR1 agonist,CHO-K1 Ca antag,TAAR1 antagonist,M1 PAM parental,CHRM1 agonist,M1 antag
O=C(CCS(=O)(=O)c1cccc2nonc12)NCCc1ccccc1,-19,0.0,7,21,-5,-11,9,-4,-8
Cc1cccn2c(=O)nc(SCC(=O)N3CCCC3)nc12,-6,0.6,3,0,0,5,6,-1,-5
COC(=O)c1ccc(NC(=O)C2C3C=CC(O3)C2C(=O)O)cc1 (stereo not drawn),7,0.1,7,5,-2,8,15,-3,-10
COc1cc(C(=O)Nc2ccccc2N2CCN(S(C)(=O)=O)CC2)cc(OC)c1OC,-25,0.4,2,8,3,16,11,-1,-47
COCCCN1C(=O)C(CC(=O)NCCc2ccccn2)CC(C(=O)N(C(C)C)C(C)C)=C1C (stereo not drawn),/,0.1,9,13,18,-18,4,0,-6
CCNC(=O)NC(=O)C(C)Sc1nc2cc(C(=O)OC)ccc2c(=O)n1-c1ccccc1 (stereo not drawn),-15,1.1,1,5,-10,-15,13,-3,-2
CCCCNS(=O)(=O)c1ccc(OC)c2ncccc12,-18,0.2,-3,7,-2,-20,10,0,2
C/C=C/c1cccc(-c2nc(C(=O)N3CCOCC3)cc3c2[C@@H](CCO)N(C(=O)NC(C)C)C3)c1,/,0.4,/,2,-12,10,-3,/,/
COc1ccc(Cc2nc(C(=O)NCc3ccccc3OC)cs2)cc1,-10,1.5,2,8,-19,20,19,-5,-4
O=C(c1cc(Cl)ccc1Cl)N1CCN(c2ccccn2)CC1,-19,1.3,7,1,-3,-3,9,-7,-7
O=S(=O)(Nc1ccon1)c1ccc(Br)cc1,-8,5.7,7,0,-3,-3,21,-2,-4
CC(C)Nc1nc(-c2ccncc2)nc(-c2ccc(Cl)cc2)c1C#N,-19,-0.3,12,3,-5,-2,13,-6,-10
Cc1cc(C)c(NC(=O)C2CCCN2C)c(C)c1 (stereo not drawn),-9,0.2,4,8,-16,-6,-3,-3,7
CCCNC(=O)COC(=O)c1ccc(-c2ccccc2)cc1,-4,3.8,-2,1,4,-35,-9,-2,11
COCC(=O)NC1CCCCCC1,-7,0.1,0,2,-5,-12,4,-3,-2
COc1cccc(OC)c1NC(=O)NC(=O)c1c(OC)c(Br)cc([N+](=O)[O-])c1OC,-5,3.6,13,8,-3,-17,16,-1,-12

# Full records from above. Order of screens: CHO parental Ca | M1 ag parental | CHRM1 PAM | TAAR1 agonist | CHO-K1 Ca antag | TAAR1 antagonist | M1 PAM parental | CHRM1 agonist | M1 antag
# CC(NC(=O)C1c2ccccc2Oc2ccccc21)C1CCCO1 (stereo not drawn) across the screens: -18 | 1.3 | 5 | 0 | -17 | -11 | 15 | -7 | -10
# O=C(NCc1ccccc1)C1=C[C@H](c2ccccc2)C[C@H](OCc2ccc(CO)cc2)O1 across the screens: -7 | -0.3 | -8 | 7 | -6 | 16 | 13 | -4 | 16
# O=C(O)Cc1ccc(NC(=O)c2ccc(NC(=O)c3ccco3)cc2)cc1 across the screens: -18 | 0.6 | 9 | 3 | -6 | 2 | 18 | -5 | -7
# Cc1c(NC(=O)Nc2cccc([N+](=O)[O-])c2)c(=O)n(-c2ccccc2)n1C across the screens: 6 | 1.2 | 4 | -1 | -2 | -13 | 15 | -2 | -11
# Cc1nccn1CCN(C)Cc1cn(Cc2ccccc2)nc1-c1ccc2c(c1)OCO2 across the screens: -24 | 4.8 | -17 | 3 | 12 | -4 | 1 | -6 | 13
